ELG1 DNA repair: ELG1-dependent DNA repair inhibition | HEK293T ELG1-luciferase reporter, luminescence, 16 h; DNA damage induced by 5-fluorouridine | Potency, µM (top dose mostly 46.1 µM), inactives show at the top dose activity change, negative = inhibition, actives largely listed as inhibitors | actives 2.3% (n = 330,000) | AID 504467; also: potency is read from the fitted curve at half-maximal effect; % is scaled to controls: 0 for no effect and ±100 for the full control effect; nearly all actives have a fitted effect of over 55% in size
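HEK293T cells expressing luciferase-tagged ELG1 (2,000/well) received 5-Fluorouridine plus compound or DMSO for 16 hr at 37 °C. Luciferase was read by ONE-Glo luminescence after 30 min at room temperature.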
Tb PFK block: T. brucei PFK enzyme inhibition; O15648; T. brucei PFK, ADP-Glo luminescence; Potency, µM (top dose mostly 57.5 µM), for the others: top-dose activity, negative = inhibition, actives largely listed as inhibitors; actives 0.17% (n = 330,000);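 also: potency is read from the fitted curve at half-maximal effect; 0% = uninhibited 1x PFK enzyme wells and -100% = no-enzyme wells; nearly all actives have a fitted effect of over 60% in size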
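PFK 1.25 nM, F6P 0.5 mM, ATP 0.1 mM, 0.1 M TEA pH 8.0, 5 mM MgCl2, 0.01% Tween20, 0.1% BSA; 45 min RT. ADP-Glo readout. qHTS titration up to 57 uM; curves fitted, compounds curve-classed.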
Chronic BCR inh: blocks chronic active B-cell receptor signaling. ABC-DLBCL IkBa-CBG/CBR reporter, luminescence ratio, 4 h. Potency, µM (highest dose often 46.1 µM), inactives show at the top dose ratio change, negative = lower green/red ratio, usual class: inhibitors. actives 0.05% (n = 340,000). AID 493014; active = well fitted inhibition curve with a large enough effect in the signal ratio, with a control signal flat, not every such curve was filed as active; inconclusive = small, poorly fitted or top-dose-only effect, or effect the other way, or a change in a side signal; the % refers to the signal ratio;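 also: potency is read from the fitted curve at half-maximal effect; plate controls were basal doxycycline-induced cells for no effect and cells given 10 µM MG132 for full effect; MG132 reads +100%, hits lower the ratio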
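Cell line TMD8 (human ABC DLBCL), stably expressing tet-inducible CBG68-IkBa fusion and CBR; IMDM/0.5% FBS; cpd up to 46 uM; dox induction, 4 h, 37C/5% CO2; dual luminescence; green/red ratio; MG132 control.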
B2AR arrestin: beta2AR (human) beta-arrestin recruitment activity; beta-arrestin recruitment to beta2AR, cell-based reporter; Potency, µM (doses to about 46.1 µM), for the others: at the top dose activation, most hits filed as activators; actives 0.02% (n = 330,000); P07550;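 also: potency is read from the fitted curve at half-maximal effect; 0% = DMSO controls and full agonism = EC100 isoproterenol or metaproterenol; nearly all actives have a fitted effect of over 65% in size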
Target sequence (P07550 whole entry, looked up): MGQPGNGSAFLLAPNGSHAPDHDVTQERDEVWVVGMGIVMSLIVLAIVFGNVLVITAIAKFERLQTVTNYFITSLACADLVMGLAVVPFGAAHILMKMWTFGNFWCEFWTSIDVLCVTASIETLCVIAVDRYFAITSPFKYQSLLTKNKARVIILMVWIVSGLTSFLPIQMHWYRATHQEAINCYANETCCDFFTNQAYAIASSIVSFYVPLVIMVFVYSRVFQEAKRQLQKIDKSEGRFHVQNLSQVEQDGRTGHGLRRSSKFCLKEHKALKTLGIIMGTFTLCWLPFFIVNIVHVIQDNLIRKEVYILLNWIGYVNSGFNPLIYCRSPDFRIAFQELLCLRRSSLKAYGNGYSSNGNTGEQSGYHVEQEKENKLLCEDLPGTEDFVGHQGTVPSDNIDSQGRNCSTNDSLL
uPA generation: blocks generation of uPA at the cell surface. cell surface uPA generation assay, qHTS. Potency, µM (series often up to 38.3 µM), inactives show at the top dose activity change, negative = inhibition, usual class: inhibitors. actives 0.31% (n = 330,000). AID 540303; active = well fitted inhibition curve with a large enough effect; inconclusive = small, poorly fitted or top-dose-only effect; inactive = no such curve, though single readings can be large or run the other way; tested in mouse RAW 264.7 cells; also: potency is read from the fitted curve at half-maximal effect; % is scaled to controls: 0 for no effect and ±100 for the full control effect; nearly all actives have a fitted effect of over 55% in size
USP2a block: blocks human ubiquitin-specific protease USP2a; O75604; USP2 core, Ub-CHOP2 coupled fluorogenic reporter, 485/531; Potency, µM (titrated, usually from 38.3 µM), for inactives: at the highest dose activity change, negative = inhibition, most hits filed as inhibitors; actives 0.01% (n = 330,000);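 also: potency is read from the fitted curve at half-maximal effect; plate controls were DMSO wells for no effect and full inhibition by NEM control for full effect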
Target sequence (O75604 whole entry, looked up): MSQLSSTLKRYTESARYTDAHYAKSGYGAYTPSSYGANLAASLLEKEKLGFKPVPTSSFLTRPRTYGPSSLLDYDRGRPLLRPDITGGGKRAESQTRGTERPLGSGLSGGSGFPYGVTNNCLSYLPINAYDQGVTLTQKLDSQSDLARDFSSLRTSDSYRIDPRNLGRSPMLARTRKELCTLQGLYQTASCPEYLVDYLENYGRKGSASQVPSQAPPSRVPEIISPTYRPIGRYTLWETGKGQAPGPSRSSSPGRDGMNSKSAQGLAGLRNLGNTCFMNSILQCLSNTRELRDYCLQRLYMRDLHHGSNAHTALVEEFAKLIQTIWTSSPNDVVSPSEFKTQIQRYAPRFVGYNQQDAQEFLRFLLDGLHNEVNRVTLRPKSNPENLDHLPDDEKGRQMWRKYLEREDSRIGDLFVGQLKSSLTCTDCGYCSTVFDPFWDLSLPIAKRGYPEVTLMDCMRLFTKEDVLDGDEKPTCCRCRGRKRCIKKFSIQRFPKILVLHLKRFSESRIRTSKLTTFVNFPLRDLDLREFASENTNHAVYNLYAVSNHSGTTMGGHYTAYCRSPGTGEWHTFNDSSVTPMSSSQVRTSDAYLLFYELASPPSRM
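USP2 core (10nM final) preincubated 30min RT with compound in 20mM Tris-HCl pH 8.0, 2mM CaCl2, 2mM beta-mercaptoethanol, 0.05% CHAPS; 25nM Ub-CHOP2 plus 25nM reporter substrate added, fluorescence (Ex485/Em531) read after 60min.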
Eya2 inh: inhibitors of human Eya2 phosphatase activity. O00167. recombinant Eya2, OMFP fluorescence dephosphorylation (OMFP is methylfluorescein phosphate). Potency, µM (doses to about 76.9 µM), for inactives: at the highest dose activity, negative = inhibition, most hits filed as inhibitors. actives 0.006% (n = 330,000). AID 488837; also: potency is read from the fitted curve at half-maximal effect; % is scaled to controls: 0 for no effect and ±100 for the full control effect
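Eya2 (0.2 uM) preincubated 10 min at ambient with compound, then OMFP substrate added at 50 uM; 10 min reaction in 50 mM HEPES pH 7.5, 50 mM NaCl, 5 uM MgCl2, 0.05% BSA, 1 mM DTT. Fluorescence read at Ex 485/Em 525 nm.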
TSHR antag: antagonists of human thyroid stimulating hormone receptor; activity change, negative = inhibition, % at 11.5 µM; AID 504810; TSHR-expressing cells, TSH-stimulated cAMP HTRF, 2 h; stronger effect = lower value; actives 0.2% (n = 330,000);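 active = activity change below a set negative limit, meaning inhibition stronger than a set level, cut at about -70% in these data; inconclusive = activity change between two set negative limits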; also: % is scaled to controls: 0 for no effect and ±100 for the full control effect
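Inhibition of cAMP made by TSHR-expressing cells under TSH stimulation (4nM final, EC80; 2 h, 37 deg C) is quantified with a one-step lysis HTRF kit, anti-cAMP cryptate versus cAMP-d2.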
Mito fusion yeast: mitochondrial division inhibition or fusion activation. Potency, µM (titrated, usually from 46.1 µM), without a hit: at the top dose growth rescue (activation), hits mostly activators. actives 0.23% (n = 320,000). AID 485298. S. cerevisiae fusion-defective mutant growth rescue, CellTiterGlo 48 h;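 also: potency is read from the fitted curve at half-maximal effect; % of control where 0% means no effect; nearly all actives have a fitted effect of over 45% in size; temperature-sensitive fusion mutants such as fzo1-1 at 37 °C on non-fermentable ethanol glycerol medium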
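S. cerevisiae fusion-defective temperature-sensitive mutants (e.g. fzo1-1, mgm1-5) grown 48 h at 37C in YPEG (ethanol/glycerol non-fermentable) medium with 23 nl compound per well; growth rescue read as CellTiterGlo luminescence.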
PTAP TSG101 blk: blocks PTAP/TSG101 interaction to inhibit HIV-1 budding. Q99816. Fluorescence polarization, FITC-PTAP peptide / Tsg101 binding. Potency, µM (doses to about 115 µM), without a hit: at the top dose activity change, negative = inhibition, most hits filed as inhibitors. 340,000 tested, under 10 active; active = well fitted inhibition curve with a large enough effect in the main read-out, with a control signal flat, not every such curve was filed as active; inconclusive = small, poorly fitted or top-dose-only effect, or effect the other way, or a change in a side signal; inactive = no such curve, though single readings can be large or run the other way; also: potency is read from the fitted curve at half-maximal effect; % of control where 0% means no effect
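Tsg101 binding domain (10 uM final) was mixed with compound and a FITC-labeled PTAP peptide (50 nM final) in HEPES pH 7.5 buffer with NaCl, Tween 20, EDTA and TCEP; fluorescence polarization was read after 20 min at r.t.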
TCR activator: T cell receptor activation; Potency, µM (titrated, usually from 9.22 µM), inactives show at the highest dose activation of IL-2 secretion, hits mostly activators; 330,000 tested, under 10 active; primary human leukocytes, anti-CD3, IL-2 HTRF, 48 h; also: % of control where 0% means no effect
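HTRF read-out of IL-2 secretion: europium cryptate donor excited at 320nm, d2 acceptor emission at 665nm. Cells were primary human leukocytes incubated 48 hr with compounds and a-CD3 beads, supplying TCR signal only.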
* marks the source's active call; other numbers are inactive results; ? = inconclusive; . = not tested or not shown; [ ] = dose if it differs, or a comment. Unless noted, calls follow the shape of the dose curve; as a rule, active = well fitted curve in the direction sought with a large enough effect; inconclusive = small, poorly fitted or top-dose-only effect, or another doubt; inactive = no such curve, though single readings can be large; an effect the other way counts as inactive or inconclusive.

#	SMILES	ELG1 DNA repair	Tb PFK block	Chronic BCR inh	B2AR arrestin	uPA generation	USP2a block
1	C=CCn1c(SCC(=O)NC2(C)CCS(=O)(=O)C2)nc2ccccc21 (configuration not stated)	-4%	-3%	3%	-0.3%	7%	-4%
2	CCCN=C(N)/C(C(=O)OCC)=C(\O)c1ccc(OC)cc1	-23%	-5%	?	0.2%	.	1%
3	CC(C)(C)NC(=O)NC(=O)CN1CCN(c2ccccc2)CC1	-4%	0%	-4%	-0.1%	12%	2%
4	COc1ccc(OCc2cc(C(=O)NC(C)Cc3ccccn3)no2)c(Cl)c1 (configuration not stated)	?	1%	-2%	-0.7%	-6%	-1%
5	COc1ccc(C(=O)NCC(=O)N/N=C/c2ccc(C)o2)cc1OC	-2%	4%	1%	0.3%	10%	2%
6	CCN(CC)c1ccc([C@H]2[C@@H]3CCCC[C@]3(O)CCN2CC(=O)NCc2ccco2)cc1	4%	7%	-4%	-0.4%	-1%	6%
7	O=C(C1CCCO1)N1CCN(C(=S)Nc2cccc(Cl)c2)CC1 (configuration not stated)	18%	1%	14%	-0.9%	-2%	2%
8	Cc1ccc(CCNC(=O)C23CN(Cc4ccccc4)CC2C(c2cccc([N+](=O)[O-])c2)=NO3)cc1 (configuration not stated)	?	-15%	23%	0.0%	5%	-7%
9	O=C(Nc1ccc(S(=O)(=O)N2CCCCC2)cc1)C1CC1	-21%	1%	-22%	-0.4%	0%	1%
10	Cc1c(/C=N\NC(=O)c2cccc(F)c2)cnn1C	19%	-1%	?	-1.4%	19%	2%
11	NC(=O)CC(NC(=O)Cc1ccc(Cl)cc1)c1ccc(NC2CCCCC2)c([N+](=O)[O-])c1 (configuration not stated)	11%	-2%	-4%	0.6%	-3%	-2%
12	COc1ccc(CCNC(=O)c2nonc2N)cc1OC	?	17%	-1%	-0.3%	-1%	-4%
13	CCCN1CNc2c(c(=O)[nH]c(=S)n2-c2ccccc2Cl)C1	4%	1%	?	-0.4%	-2%	-1%
14	Cn1c(=O)c2c(nc(N3CCN(C(=O)c4ccco4)CC3)n2CCSc2ncccn2)n(C)c1=O	-3%	-2%	1%	-1.1%	0%	-2%
15	CCCC[C@@H]1CNC(=O)C(=O)N1CCCc1cc(OC)c(OC)c(OC)c1	?	4%	-1%	-0.4%	5%	-1%

#	Eya2 inh	TSHR antag	Mito fusion yeast	PTAP TSG101 blk	TCR activator
1	3%	8	.	-4%	6%
2	-7%	0	8%	-3%	1%
3	1%	-3	7%	-2%	-12%
4	-8%	3	-1%	-4%	-3%
5	-7%	-1	1%	-4%	-4%
6	-13%	7	4%	-1%	-3%
7	3%	18	1%	0%	8%[46.1 µM]
8	1%	12	25%	-9%	-3%
9	-27%	-4	3%	-8%	-2%
10	0%	6	-1%	2%	0%[46.1 µM]
11	-9%	-1	0%	1%	-6%
12	-32%	10	-6%	0%	5%
13	5%	11	10%	-2%	-5%
14	-3%	-10	1%	-2%	-7%
15	-7%	0	-2%	0%	-2%

Next entries follow:
#	SMILES	ELG1 DNA repair	Tb PFK block	Chronic BCR inh	B2AR arrestin	uPA generation	USP2a block
16	Cc1onc(-c2ccccc2)c1C(=O)N1CCN(CCc2ccccc2)CC1	14%	-1%	1%	-0.1%	.	-1%
17	Cc1cc(NC(=O)c2cc(-c3ccco3)on2)n(-c2ccccc2)n1	-17%	-1%	12%	-0.2%	.	5%
18	COc1ccc2[nH]c3c(NCCCN4CCCC4=O)ncnc3c2c1	?	8%	8%	-0.4%	.	3%
19	COc1ccc(N(C)C(=O)c2ccc3c(c2)nnn3C)cc1	10%	6%	-6%	0.1%	-4%	-1%
20	N#Cc1c(N2CCN(c3ccc(F)cc3)CC2)nc(N)c2c(N)nc3c(c12)CC(=O)N3C1CC1	0%	-8%	6%	0.0%	1%	1%
21	Cc1cc(NC(=O)c2cc(-c3ccco3)on2)nn1Cc1ccc(Cl)cc1	?	1%	-4%	-1.1%	-15%	2%
22	CCc1nn(CCCC(=O)Nc2ccc(C)c(C)c2)c(=O)c2cc3occc3n12	-15%	1%	0%	-0.6%	-6%	0%
23	COC(=O)c1sc(NC(C)=O)c(C(=O)OC)c1C	-5%	-6%	?	-0.4%	-2%	1%
24	O=C(Nc1ccc(F)cc1F)C1(c2cccs2)CCOCC1	6%	-1%	?	-0.2%	7%	-5%
25	Cc1ccc(S(=O)(=O)c2ccc(Cl)cc2)cc1S(=O)(=O)N1CCN(C)CC1	-12%	0%	?	0.0%	.	-1%
26	Fc1ccccc1-c1nc(NCCCN2CCOCC2)c2ccccc2n1	?	1%	3%	-0.5%	0%	2%
27	Cc1nnc2n(C3CCCCC3)c(=O)c3c4c(sc3n12)CCC4	?	0%	6%	-0.5%	.	1%
28	COCc1nnc(NC(=O)CS(=O)(=O)Cc2ccccc2)s1	7%	2%	?	-0.4%	-2%	-2%
29	O=C(NCc1ccco1)C1CCN(Cc2ccc(F)cc2)CC1	0%	0%	?	-1.1%	9%	-1%
30	Cc1ccc(CNC(=O)CC2C(=O)Nc3c2c(=O)n(C)c(=O)n3Cc2ccccc2)cc1 (configuration not stated)	3%	3%	3%	0.2%	3%	-1%
31	COc1ccc(CC(=O)Nc2ccc(S(=O)(=O)N3CCC(C)CC3)cc2)c(OC)c1	?	-4%	1%	0.1%	-13%	3%
32	CCc1cc(=O)oc2cc(OCC(=O)NCC3CCC(C(=O)O)CC3)ccc12 (configuration not stated)	-24%	-5%	3%	0.1%	-1%	0%

#	Eya2 inh	TSHR antag	Mito fusion yeast	PTAP TSG101 blk	TCR activator
16	-25%	-1	-6%	-4%	-27%
17	3%	0	8%	-2%	2%[46.1 µM]
18	-20%	-12	-1%	-6%	1%
19	6%	-7	-1%	-1%	-2%
20	0%	14	1%	2%	-5%
21	15%	-45	-3%	0%	.
22	-9%	-11	1%	-5%	1%
23	-2%	-12	-1%	0%	14%
24	-6%	9	4%	1%	2%
25	5%	0	-6%	-4%	-2%
26	3%	-9	3%	2%	1%
27	0%	-4	0%	.	.
28	2%	14	1%	-3%	7%
29	-14%	-3	1%	-1%	-2%
30	8%	7	-5%	-13%	13%
31	-4%	-1	20%	-9%	7%
32	4%	-6	0%	1%	7%

Random excerpt: five entries already listed
#	SMILES	ELG1 DNA repair	Tb PFK block	Chronic BCR inh	B2AR arrestin	uPA generation	USP2a block
19	COc1ccc(N(C)C(=O)c2ccc3c(c2)nnn3C)cc1	10%	6%	-6%	0.1%	-4%	-1%
30	Cc1ccc(CNC(=O)CC2C(=O)Nc3c2c(=O)n(C)c(=O)n3Cc2ccccc2)cc1 (configuration not stated)	3%	3%	3%	0.2%	3%	-1%
25	Cc1ccc(S(=O)(=O)c2ccc(Cl)cc2)cc1S(=O)(=O)N1CCN(C)CC1	-12%	0%	?	0.0%	.	-1%
32	CCc1cc(=O)oc2cc(OCC(=O)NCC3CCC(C(=O)O)CC3)ccc12 (configuration not stated)	-24%	-5%	3%	0.1%	-1%	0%
17	Cc1cc(NC(=O)c2cc(-c3ccco3)on2)n(-c2ccccc2)n1	-17%	-1%	12%	-0.2%	.	5%

#	Eya2 inh	TSHR antag	Mito fusion yeast	PTAP TSG101 blk	TCR activator
19	6%	-7	-1%	-1%	-2%
30	8%	7	-5%	-13%	13%
25	5%	0	-6%	-4%	-2%
32	4%	-6	0%	1%	7%
17	3%	0	8%	-2%	2%[46.1 µM]

Screens (PubChem)

Hits appear at their usual frequency; overall some 3% were active at least once.
